BL2 CD40 inh = CD40 pathway inhibition in BL2 cells | BL2 NF-kB luciferase reporter, CD40L-induced, 4 h | inhibition, % at 10 µM | 0.94% of 83,000 active | AID 1053188;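 active = mean inhibition of at least 50% with a set share of replicates also reaching that level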;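 also: 0% = neutral control wells and 100% = IKK inhibitor VII at 50 µM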
* = called active by the depositor; [ ] = remark or other dose. An excerpt; count on the stated rates, not on these rows.

BL2 CD40 inh,Compound
-8,CC(=O)OCC1=C(C(=O)O)N2C(=O)C(NC(=O)c3ccc(F)cc3)C2SC1 (stereo not given)
-2,O=C1N[C@@H](Cc2cnc[nH]2)C(=O)N2CCC[C@@H]12
5,COc1cccc(CCc2nnc(CCC(=O)NC(C)c3c(C)nn(C)c3C)o2)c1 (stereo not given)
2,O=C(COC(=O)c1cncc(Br)c1)Nc1nnc(-c2ccccc2)o1
15[25 µM],O=C(C[C@H]1CC[C@H]2[C@@H](COC[C@H](O)CN2Cc2nccs2)O1)N1CCC(Cc2ccccc2)CC1
-1,Cc1ccc(C(C)C)cc1OCC(=O)Nc1ccc(-n2cnnn2)cc1
-59,COc1cccc(-c2cc(C(=O)N3CCCc4ccccc43)no2)c1
22[25 µM],N#C[C@H]1[C@@H](c2ccccc2)[C@H](CO)N1S(=O)(=O)c1ccc(-c2ccccc2)cc1
-3[25 µM],CCNC(=O)[C@@H]1[C@@H](CO)[C@@H]2Cn3c(ccc(-c4ccc(F)cc4)c3=O)[C@H]1N2C(=O)C1CC1
-8[25 µM],Cc1noc(C)c1S(=O)(=O)N(C)C[C@@H]1OCCCC[C@@H](C)Oc2ccc(NC(=O)CCC(F)(F)F)cc2C(=O)N([C@@H](C)CO)C[C@@H]1C
2,O=C(O)c1ccc(Cl)cc1NC(=O)C1CCCO1 (stereo not given)
-2,COc1ccc(CN(C)C[C@@H]2Oc3ccc(NS(=O)(=O)c4c(C)noc4C)cc3C(=O)N([C@H](C)CO)C[C@H]2C)cc1
26[25 µM],COc1ccc(S(=O)(=O)Nc2ccc3c(c2)C(=O)N([C@H](C)CO)C[C@@H](C)[C@H](CN(C)Cc2ccc(C(F)(F)F)cc2)OCCCC[C@H](C)O3)cc1
-7,Cc1nn(C)c(Oc2cccc(Cl)c2)c1C(=O)O
8,O=S(=O)(NC(=S)NC1CCCCC1)c1ccc(Cl)cc1

Other structures.
BL2 CD40 inh,Compound
-1,CN1C(=O)c2cc(NC(=O)c3ccc(F)cc3)ccc2OC[C@H]2O[C@@H](CC(=O)NCC3CCCCC3)CC[C@H]21
1,CC(C)CN(CCCNC(=O)CN1C(=O)CSc2ccc(S(=O)(=O)N3CCOCC3)cc21)CC(C)C
15[25 µM],C/C=C/c1ccc([C@@H]2[C@H]3CN(C(=O)Nc4cccc(OC)c4)CC(=O)N3[C@H]2CO)cc1
-6,Cc1ccc(-c2cnc(C(O)c3cc(Cl)cc(Cl)c3)[nH]2)cc1 (stereo not given)
11,CCOC(=O)CNC(=O)C(NC(=O)C1CCC(C)CC1)C(C)CC (stereo not given)
-11[25 µM],COc1ccccc1-c1ccccc1[C@@H]1[C@@H](C#N)N(C(=O)C2CC2)[C@H]1CO
4,CCCNC(=O)Nc1ccc2c(c1)OC[C@@H](C)N(C(=O)C1CCCC1)C[C@@H](C)[C@H](OC)CN(C)C2=O
-12[25 µM],C[C@H]1CCCCO[C@H](CN(C)S(=O)(=O)c2cn(C)cn2)[C@@H](C)CN([C@@H](C)CO)C(=O)c2cc(N(C)C)ccc2O1
95*,O=C1CCCCC1Sc1nnc(-c2ccc3c(c2)OCO3)o1 (stereo not given)
1[25 µM],COc1ccccc1-c1ccccc1[C@H]1[C@H](C#N)N(C(=O)CN(C)C)[C@H]1CO
0[25 µM],C[C@@H]1CN([C@H](C)CO)C(=O)c2cc(NC(=O)Nc3ccc4c(c3)OCO4)ccc2O[C@H]1CN(C)C
2,COc1ccc(N(CC(=O)NCc2cccs2)S(=O)(=O)c2cccc(C)c2)cc1
-15[25 µM],O=C1c2ccccc2S(=O)(=O)N1CCCCN1CCN(c2ncccn2)CC1
-11,Cc1ccc(S(=O)OCC(=O)Nc2cc(Cl)ccc2N2CCOCC2)cc1 (stereo not given)
9,Nc1nnc(-c2ccc([N+](=O)[O-])o2)s1

Remaining list, next part
BL2 CD40 inh,Compound
12,COc1ccc([N+](=O)[O-])cc1NC(=O)C1CCCN1S(=O)(=O)c1cccs1 (stereo not given)
6,O=C(CCCCC(=O)OCC1CCCO1)OCC1CCCO1 (stereo not given)
-3,CCOC(=O)c1cc2c(nc1N)CCCC2
10,COc1c(C=NNC(N)=O)c(OC)c(OC)c2c1CCO2
3,CC(C)CN(C(=O)CSc1nc(N)cc(N)n1)C1CCS(=O)(=O)C1 (stereo not given)
-30,Nc1ccc(C(=O)OCc2nc3ccccc3[nH]2)cc1
9,COCCn1c(SCC(=O)NC2CCCC(C)C2C)nc2ccccc2c1=O (stereo not given)
2,O=C(COC(=O)CCC(=O)c1ccc(F)cc1)NCCc1ccccc1
-11[25 µM],COCC(=O)Nc1ccc2c(c1)C(=O)N(C)C[C@H](OC)[C@@H](C)CN(C(=O)c1ccncc1)[C@@H](C)CO2
8,COCCNCC(=O)C12CC3CC(CC(C3)C1)C2
-12,Nc1ccccc1Oc1ccc2ccccc2c1
6,COc1cc2cc(C(=O)O)n(C)c2c(OC)c1OC
-4,CCc1ccc2c(CC(=O)NNC(=O)c3ccncc3)coc2c1
2,CCn1cc([N+](=O)[O-])c(C(=O)Nc2c(C)nn(Cc3c(F)c(F)c(F)c(F)c3F)c2C)n1
1,Cc1nc2ccc(Cc3ccc4nc(C)[nH]c4c3)cc2[nH]1

By substructure, the entries above containing a thiophene ring, fused or not
BL2 CD40 inh,Compound
2,COc1ccc(N(CC(=O)NCc2cccs2)S(=O)(=O)c2cccc(C)c2)cc1
12,COc1ccc([N+](=O)[O-])cc1NC(=O)C1CCCN1S(=O)(=O)c1cccs1 (stereo not given)

Three of the entries above in order of their number in BL2 CD40 inh, lowest first.
BL2 CD40 inh,Compound
2,O=C(COC(=O)CCC(=O)c1ccc(F)cc1)NCCc1ccccc1
9,COCCn1c(SCC(=O)NC2CCCC(C)C2C)nc2ccccc2c1=O (stereo not given)
12,COc1ccc([N+](=O)[O-])cc1NC(=O)C1CCCN1S(=O)(=O)c1cccs1 (stereo not given)

Next records follow.
BL2 CD40 inh,Compound
2,Cc1ccnc(NS(=O)(=O)c2ccc(NC(=O)Cc3ccccc3)cc2)n1
4,COCC(=O)N1C[C@H]2[C@@H](c3ccccc31)[C@@H](CO)N2C(=O)C1CC1
16,CCOC(=O)C1(CCCc2ccccc2)CCN(C2CCN(C(C)=O)CC2)CC1
5,COCCNC(=O)C1CCCN(C(=O)c2ccc3c(c2)C(C)(C)CCC3(C)C)CC1 (stereo not given)
6,COc1cc(C(=S)N2CCCC2)ccc1O
101*,C=C1C(=O)OC2C=C(CO)C3OC3C3OC3(C)CC(OC(=O)/C(=C/C)COC(C)=O)C12 (stereo not given)
6,COC(=O)CN1C(=O)CSc2ncccc21
-4,CCOC(=O)c1c(C(C)(C)C)oc2ccc(O)cc12
1,COc1ccc(-c2ccc3c(c2)[C@H]2[C@H](CCN2S(=O)(=O)c2ccc(F)cc2)[C@H](CO)N3C)cc1
3,CCCc1cc2c(cc1NC(=O)Cc1ccccc1)OCO2
8,CC(=O)NC(=S)Nc1ccc([N+](=O)[O-])cc1C
-1[25 µM],CN1c2ccc(-c3cccc(C#N)c3)cc2[C@@H]2[C@@H](CCN2C(=O)Cc2ccccn2)[C@H]1CO
6,CC(C)CNC(=O)CCCSc1nc2ccccc2[nH]1
3,CC1NC(=O)COC1c1ccccc1 (stereo not given)
-88,CCc1cc(C(=O)Nc2cc(S(=O)(=O)N3CCOCC3)ccc2N2CCN(CC)CC2)sc1C

7 entries picked at random from the list so far:
BL2 CD40 inh,Compound
5,COCCNC(=O)C1CCCN(C(=O)c2ccc3c(c2)C(C)(C)CCC3(C)C)CC1 (stereo not given)
16,CCOC(=O)C1(CCCc2ccccc2)CCN(C2CCN(C(C)=O)CC2)CC1
4,COCC(=O)N1C[C@H]2[C@@H](c3ccccc31)[C@@H](CO)N2C(=O)C1CC1
-1[25 µM],CN1c2ccc(-c3cccc(C#N)c3)cc2[C@@H]2[C@@H](CCN2C(=O)Cc2ccccn2)[C@H]1CO
1,COc1ccc(-c2ccc3c(c2)[C@H]2[C@H](CCN2S(=O)(=O)c2ccc(F)cc2)[C@H](CO)N3C)cc1
-4,CCOC(=O)c1c(C(C)(C)C)oc2ccc(O)cc12
3,CCCc1cc2c(cc1NC(=O)Cc1ccccc1)OCO2

Further entries:
BL2 CD40 inh,Compound
7,Cc1ccc(S(=O)(=O)C(C#N)c2nc3ccccc3nc2N2CCN(C)CC2)cc1 (stereo not given)
-8,COc1ccc(S(=O)(=O)N2CCOCC2)cc1NC(=O)/C=C/c1ccccc1
10,COc1ccc2oc(CS(=O)c3ccccc3)c(C(=O)O)c2c1 (stereo not given)
-4[25 µM],Cc1noc(C)c1S(=O)(=O)N(C)C[C@H]1Oc2ccc(NS(=O)(=O)c3cn(C)cn3)cc2CC(=O)N([C@@H](C)CO)C[C@@H]1C
1[25 µM],CCC(=O)N1C[C@@H](O)COC[C@H]2O[C@H](CC(=O)NC)CC[C@@H]21
3,O=S(=O)(c1ccccc1)N(Cc1nc(-c2ccccc2)no1)C1CCCCC1
1,Cc1ccc(Cn2nnc3c(=O)[nH]c(C(=O)NCc4ccco4)nc32)cc1
32,CC1(C)NC(=O)N(CC(=O)OCC(=O)c2ccc(Cl)s2)C1=O
-8,O=C(COC(=O)c1ccc(CO)cc1)Nc1ccc2ccccc2c1
-40,O=S(=O)(c1ccccc1)c1nc(-c2ccco2)oc1NCc1ccccc1
10,Cc1nn(CC(=O)NCCc2ccc(Cl)cc2)c(C)c1[N+](=O)[O-]
14,Cc1cc(C(=O)N2CCN(C(=O)c3ccco3)CC2)ccc1[N+](=O)[O-]
8,CC(=O)Nc1ccc(NC(=O)C(C)OC(=O)C(C)SCC(=O)Nc2ccc(C)cc2)cc1 (stereo not given)
6,O=C(CCN1CCCCC1c1cccnc1)NCc1ccccc1 (stereo not given)
7,COc1ccc(CCNC(=O)c2c(O)c3ccccc3n(C)c2=O)cc1

Other entries.
BL2 CD40 inh,Compound
-4,CCOc1ccc(NC(=O)CN(C)C(=O)C2CCCO2)cc1OCC (stereo not given)
-11,COCC(=O)N(c1ccccc1)C(C)C(=O)OC (stereo not given)
7,CCOC(=O)c1ccccc1NC(=O)c1ccc2nccnc2c1
-9,COCCCN(CC(=O)Nc1ccc(F)cc1)S(=O)(=O)c1cccs1
-1,CN1CCN(CC(=O)n2c3c(c4ccccc42)CCCC3)CC1
20,COC(=O)c1c(O)cc(=O)n2c1CCCCC2
-14[25 µM],COc1ccc(CNC(=O)C[C@H]2C[C@@H]3c4cc(N(C)C)ccc4O[C@@H]3[C@@H](CO)O2)cc1
12,Cc1ccc(CN2CCN(Cc3cnc(N4CCOCC4)s3)CC2CCO)cc1 (stereo not given)
-1,COc1cccc(NC(=O)COC(=O)CCSc2ccccc2)c1
-1,C[C@@H]1CN([C@@H](C)CO)C(=O)c2c(c3ccccc3n2C)-c2ccccc2CO[C@@H]1CN(C)S(=O)(=O)c1cccc(F)c1
-17,Nc1c(C(=O)NCCN2CCOCC2)c2nc3ccccc3nc2n1-c1ccccc1
5,Cc1[nH]c(=O)[nH]c(=O)c1S(=O)(=O)N1CCN(c2ccccc2)CC1
0,CC(C)CN1C(=O)C(=O)N(CC(=O)N2c3ccccc3NC(=O)CC2C)C1=O (stereo not given)
3,O=C(Cn1c(NCCO)nc2ccccc21)c1cccs1
3,Cc1sc(NC(=O)C2CC(=O)N(Cc3ccco3)C2)nc1-c1ccccc1 (stereo not given)

Next section.
BL2 CD40 inh,Compound
6,COc1ccc(CCNC(=O)C(=O)NCC2CCCN2S(=O)(=O)c2cc(C)ccc2C)cc1 (stereo not given)
8,CSCc1nnc(NC(=O)c2ccc(S(=O)(=O)N(C)C)cc2)o1
1,COc1ccc(CC(=O)OCC(=O)Nc2ccc(F)cc2)cc1
-8,CCOc1ccc2nc(NC(=O)NC3CCCCC3)sc2c1
-10,COc1ccc(-c2nnc(SC)n2C)cc1
18[25 µM],C/C=C/c1ccc([C@H]2[C@@H](CO)N(CCC(F)(F)F)[C@@H]2CNC(=O)C2CCC2)cc1
-36[25 µM],O=C(Nc1ccccc1Cl)N1[C@H](CO)[C@@H]2c3ccccc3NC[C@@H]21
17,O=C1N(Cc2cccc(Cl)c2)C[C@@H]2C[C@@H](c3cccc4cccnc34)N3CCC[C@@]123
15,CCOc1nc(C)ccc1-c1noc(C)n1
-4,COc1ccccc1S(=O)(=O)N[C@H]1CC[C@H](CCNC(=O)C2CCCC2)O[C@@H]1CO
1,Cc1ccc(S(=O)(=O)N(C)c2ccc(C(=O)NC3CCCCC3)cc2)cc1
7,CCOC(=O)Cc1cnc(N)s1
1,c1ccc(SC23CC4CC(CC(C4)C2)C3)nc1
1,COc1ccccc1NS(=O)(=O)c1cccc(C(=O)NC2CCN(Cc3ccccc3)CC2)c1
6,O=C(COc1cccc(C(F)(F)F)c1)NCC(c1ccco1)N1CCCCC1 (stereo not given)

(listing goes on)
BL2 CD40 inh,Compound
0[25 µM],C[C@H](CO)N1C[C@H](C)[C@@H](CN(C)C(=O)c2ccccc2)Oc2cc(-c3cccc(C#N)c3)ccc2S1(=O)=O
0[25 µM],O=C(Cc1ccncc1)N1CC[C@@H]2[C@H]1c1cc(Br)ccc1N[C@@H]2CO
-3,COC(=O)c1ccc(NC(=O)c2snnc2-c2ccccc2)cc1
16,CCOC(=O)c1c(C)n(C)c2ccc(O)c(CN3CCN(C)CC3)c12
17,NC(=O)c1ccc(NS(=O)(=O)c2ccccc2F)cc1
-7,Cn1nccc1C(=O)N1CCc2c([nH]c3ccccc23)C1c1ccc(F)cc1 (stereo not given)
24,Cc1ccc(CC2(C)C(=O)Nc3ccc(OC(F)(F)F)cc32)cc1 (stereo not given)
-13[25 µM],CN1c2ccc(C#Cc3cccnc3)cc2[C@H]2[C@H](CCN2S(=O)(=O)c2ccc(F)cc2)[C@@H]1CO
2,Cc1c(C(=O)NC2CCS(=O)(=O)C2)oc2ccccc12 (stereo not given)
-2,CCN(CC(=O)NC(=O)NCc1ccco1)Cc1ccccc1
3[25 µM],CCCNC(=O)N1[C@H](C#N)[C@H](c2ccc(-c3cccnc3)cc2)[C@H]1CO
8,CCOc1ccc(OCCCC(=O)N2CCN(S(=O)(=O)c3ccc(Cl)cc3)CC2)cc1
-13[25 µM],O=C(N[C@@H]1C=C[C@@H](CC(=O)N2CCN(c3ccccc3)CC2)O[C@@H]1CO)c1ccccc1
4[25 µM],O=C(NC[C@@H]1[C@@H](c2ccccc2)[C@H](CO)N1C(=O)Cc1ccncc1)C1CCC1
